# PAX8 inh HTS – inhibitors of PAX8-driven TPO luciferase reporter, primary screen, RMG-I cells, single concentration; SteadyGlo, 24 h; inhibition, % at 12.6 µM; 360,000 compounds, 1.2% hits; AID 652154, 2013;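 active means mean replicate inhibition at least 60% with every replicate also reaching 60%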;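 further: luciferase light reporting Pax8 driven TPO promoter activity; plate controls were median of neutral control wells for no effect and mitoxantrone controls for full effect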
# miR-122 sensor – miR-122 Renilla sensor signal increase in Huh7, primary screen, miR-122 inhibitor project, cell-based, single point, plate reader; Huh7 miR-122 Renilla luciferase sensor, 48 h; neutral wells = 0, positive control = 100; activation (reporter increase), % at 12.5 µM; AID 602342, 2012; 340,000 compounds, 0.3% hits;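 active means mean replicate activation score at least 90 and every replicate individually at or above 90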;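 further: higher luciferase means less miR-122 activity so hits act as miR-122 inhibitors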
# * hit, by the source's call.
# Below each compound – PAX8 inh HTS	miR-122 sensor
1. Cc1c(/C(O)=C2\C(=O)C(=O)N(CCN(C)C)C2c2ccco2)cnn1-c1ccccc1 (configuration not stated)
    -105	14
2. CC(C)CCNC(=S)NC1CCCC1
    -7	44
3. COc1ccccc1NC(=O)c1cccs1
    -8	7
4. Cc1c(C(=O)NCCSCc2c(Cl)cccc2Cl)cccc1[N+](=O)[O-]
    4	0
5. CN(Cc1cccc(F)c1)C(=O)c1ccc(S(=O)(=O)C(F)F)cc1
    1	-16
6. CCOC(=O)N1CCN(C(=O)COc2ccc(Br)cc2Cl)CC1
    18	-12
7. CCn1c(=O)n(CC)c2cc([N+](=O)[O-])ccc21
    -15	-3
8. Cc1cc(C)c(S(=O)(=O)N2CCC(C(=O)NCc3ccco3)CC2)c(C)c1
    13	7
9. Cc1cc(C)nc(N/C(=N\S(=O)(=O)Cc2ccccc2)Nc2cccc(Cl)c2C)n1
    -9	-11
10. C=C1CSc2nc(=O)c3c4c(sc3n21)CCC4
    -2	-6

# Reprinted from the part before: four compounds, followed by the next part.
# Below each compound – PAX8 inh HTS	miR-122 sensor
7. CCn1c(=O)n(CC)c2cc([N+](=O)[O-])ccc21
    -15	-3
8. Cc1cc(C)c(S(=O)(=O)N2CCC(C(=O)NCc3ccco3)CC2)c(C)c1
    13	7
9. Cc1cc(C)nc(N/C(=N\S(=O)(=O)Cc2ccccc2)Nc2cccc(Cl)c2C)n1
    -9	-11
10. C=C1CSc2nc(=O)c3c4c(sc3n21)CCC4
    -2	-6
11. CCC(C)(C)NC(=O)C(c1ccccc1F)N(Cc1ccco1)C(=O)c1csnn1 (configuration not stated)
    -16	1
12. Cc1ccc(Nc2nc(N)nc(CSC(=S)N3CCOCC3)n2)cc1
    -119	-5
13. CCCn1nc(C(=O)N2CC(=O)Nc3ccccc32)c2ccccc2c1=O
    17	10
14. CN(CCCNC(=O)c1ccc(/C=N/O)nc1)CCCN(C)Cc1ccccc1
    -2	-7
15. O=C(Nc1ccccc1-c1nnc(SCc2ccccc2)o1)c1ccccc1
    -4	-2
16. C=CCn1c(COc2ccccc2F)nnc1SCC(=O)N1CC(=O)Nc2ccccc21
    9	23
17. O=S(=O)(c1ccc(F)cc1)N1CCC(N2CCCCCC2)CC1
    8	7
18. CCCCSc1nnc(-c2ccc(NC(=O)CC)cc2)n1C
    -5	-9
19. O=C(CCCc1nc(-c2ccc(Cl)cc2)no1)N1CCOCC1
    7	-2
20. CCSc1ccccc1C(=O)NCc1ccco1
    3	-2

# Below each compound – PAX8 inh HTS	miR-122 sensor
21. N=c1n(CCN2CCOCC2)c2ccccc2n1Cc1ccccc1Br
    8	7
22. COCCn1c(C)cc(C(=O)CSc2nc3ccccc3c(=O)[nH]2)c1C
    -108	-3
23. CCN(CCCNC(=O)COc1cc(=O)n(CC)c2ccccc12)c1ccccc1
    16	-11
24. COc1ccc(NC(=O)c2ccc(-n3cccn3)nc2)c(OC)c1
    8	-8
25. COc1cc(OC)c(OC)cc1CNCCNC(=O)c1nonc1N
    -6	1
26. CC(=O)Nc1c(C(=O)c2ccccc2)oc2ccccc12
    -19	10
27. Cc1ccc(-n2nc(N)c3c(=O)oc(N(C)C)nc32)cc1
    -4	5
28. COC1=Cc2c(ccc3ccc(=O)oc23)OC1(C)C
    -17	-15
29. COc1ccc(C(=O)NC2(C(F)(F)F)C(=O)N(Cc3ccco3)C3=C2C(=O)CC(C)(C)C3)cc1OC (configuration not stated)
    5	6
30. CCN(CC)C(=S)SCC(=O)c1ccccc1
    -205	11

# Below each compound – PAX8 inh HTS	miR-122 sensor
31. COc1ccc(CCNC(=O)C2CCCN(Cc3nc(-c4ccccc4C)oc3C)C2)cc1OC (configuration not stated)
    19	-16
32. Cc1ccc(S(=O)(=O)Cc2ccc(C(=O)NCCCN3CCCC3=O)o2)cc1
    -15	4
33. CC(=O)OCc1c(C(F)(F)F)nn(C)c1Sc1ccccc1
    -9	-1
34. Cc1ccc(-c2c3c(=O)n(C)c(=O)n(C)c3cn2Cc2ccccc2)cc1
    3	-1
35. COc1ccc(Nc2sc(C(=O)c3ccc(Cl)cc3)c(N)c2C(=O)Nc2ccccc2OC)cc1
    9	20
36. O=C(O)Cc1ccc2ocnc2c1
    -1	-5
37. O=C(c1ccccc1)N(Cc1ccco1)C1CCS(=O)(=O)C1 (configuration not stated)
    -10	-5
38. Cc1nn2c(N3CCN(c4ccccn4)CC3)cc(C(C)C)nc2c1-c1ccccc1
    2	24
39. COc1ccccc1C1C(C(N)=O)=C(C)Nc2ncnn21 (configuration not stated)
    -4	-4
40. C1CCC(n2nnnc2CN2CCCC2)CC1
    4	-1

# Some values from above.
# Result of entry 32 in PAX8 inh HTS: -15
# Result of entry 35 in PAX8 inh HTS: 9
# Result of entry 34 in PAX8 inh HTS: 3

# Other entries
# Below each compound – PAX8 inh HTS	miR-122 sensor
41. C=CCNC(=S)N/N=C(\C)c1ccccn1
    95*	-3
42. O=C(Nc1ccccc1-c1ccccc1)NC1CCN(CC(=O)N2CCOCC2)CC1
    6	-5
43. CCOC(=O)CSc1nnc(CSc2nc3sc4c(c3c(=O)[nH]2)CCC4)n1C
    2	3
44. C=CCOc1ccccc1/C=C/C(=O)O
    5	4
45. COc1ccc([C@@H]2Sc3cc(OC)ccc3N(CCN(C(C)C)C(C)C)C(=O)[C@H]2OC(C)=O)cc1
    -4	-6
46. Cc1csc(NC(=O)CSc2nnc(CCNC(=O)c3cccs3)n2C)n1
    15	-4
47. CN(C(=O)c1ccncc1)c1nnc(-c2cnccn2)s1
    -11	-1
48. CCOc1ccc(-c2nnc(SCc3nc4ccccc4[nH]3)n2N)cc1
    -10	-5
49. COc1ccc(-c2nnc(SCc3cccc(C)c3)n2N)cc1
    -3	5
50. NC(=O)CSc1c[nH]c2ccccc12
    11	2

# Below each compound – PAX8 inh HTS	miR-122 sensor
51. CC(Oc1ccc(Cl)cc1Cl)C(=O)NCc1ccncc1 (configuration not stated)
    -8	-5
52. O=C1CC(c2c[nH]c3ccccc23)C(=O)N1 (configuration not stated)
    -2	-3
53. Cc1sc(NC(=O)c2ccco2)c(CN2CCN(c3ccccc3)CC2)c1C
    30	-10
54. CCC(C)c1ccc2oc(-c3ccc(NC(=O)Cn4cnc5c(=O)n(C)c(=O)n(C)c54)cc3)nc2c1 (configuration not stated)
    -177	-4
55. COc1cc(/C=N/NC(=O)c2cccs2)ccc1OCc1ccccc1
    -63	12
56. Cc1ccc(-c2nc(CS(=O)CC(=O)NCCN(CC(C)C)CC(C)C)c(C)o2)cc1 (configuration not stated)
    13	-1
57. CCn1c(COc2ccc(=O)n(-c3ccccc3)n2)nnc1SCc1ccc(OC)cc1
    -7	6
58. CCn1c(CNC(=O)c2cccs2)nnc1SCC(=O)Nc1ccc(Cl)cc1
    4	-11
59. CC1(c2cc([N+](=O)[O-])cc([N+](=O)[O-])c2)CC(C)(C)N(C(=O)c2ccccc2)c2ccccc21 (configuration not stated)
    -8	-17
60. Cc1ccc2c(c1)N(CCC(=O)NCc1ccco1)C(=O)CO2
    7	-13

# Below each compound – PAX8 inh HTS	miR-122 sensor
61. CCN(CCCNC(=O)C1CCN(S(=O)(=O)c2cnc[nH]2)CC1)c1ccccc1
    -6	-17
62. O=C(CCCCCn1c(=O)[nH]c2ccsc2c1=O)NCc1ccc(F)cc1
    8	-1
63. CCN(CC)C(=O)C(C)OC(=O)COc1ccc(Cl)cc1C (configuration not stated)
    -8	9
64. CCC(C)NCc1ccc(C(=O)OC)o1 (configuration not stated)
    4	-10
65. CCc1ccc(C(CC(=O)c2ccc(Cl)cc2)C(=O)O)cc1 (configuration not stated)
    -7	1
66. Cn1c(=O)oc2cc(S(=O)(=O)Nc3cccc(C(=O)O)c3)ccc21
    8	-2
67. COc1cccc(CNC(=O)C2CCN(c3cnccn3)CC2)c1
    4	-5
68. CCn1c(Cc2ccc(OC)cc2)nnc1SCC(=O)N1CCN(c2ccccc2)CC1
    16	10
69. CCOc1ccccc1N(CC(=O)Nc1ccccc1C(=O)OC)S(C)(=O)=O
    19	-10
70. CCOC(=O)c1cccc(NS(=O)(=O)c2ccc(NC(C)=O)cc2)c1
    5	67

# Structural class: those above containing a CF3 group
# Below each compound – PAX8 inh HTS	miR-122 sensor
29. COc1ccc(C(=O)NC2(C(F)(F)F)C(=O)N(Cc3ccco3)C3=C2C(=O)CC(C)(C)C3)cc1OC (configuration not stated)
    5	6
33. CC(=O)OCc1c(C(F)(F)F)nn(C)c1Sc1ccccc1
    -9	-1

# Part of the list above in order of molecular weight, highest first:
# Below each compound – PAX8 inh HTS	miR-122 sensor
62. O=C(CCCCCn1c(=O)[nH]c2ccsc2c1=O)NCc1ccc(F)cc1
    8	-1
70. CCOC(=O)c1cccc(NS(=O)(=O)c2ccc(NC(C)=O)cc2)c1
    5	67
63. CCN(CC)C(=O)C(C)OC(=O)COc1ccc(Cl)cc1C (configuration not stated)
    -8	9

# Remaining list, next part
# Below each compound – PAX8 inh HTS	miR-122 sensor
71. CC(=O)Nc1ccc(CN2CCN(c3cccc(C(F)(F)F)c3)CC2)cc1
    3	-9
72. C=C(C)CSc1nc2nc(C)c(Br)cc2[nH]1
    -71	-3
73. Cc1cc(C)n(-c2cccc3cccnc23)n1
    9	12
74. COc1ccccc1NC(=O)c1ccc2nc(N3C(=O)CCC3=O)sc2c1
    19	3
75. COC(=O)c1ccc(Cn2cnc3ccccc3c2=O)cc1
    -18	-22
76. CC(=O)Oc1ccc2ccccc2c1C(NC(=O)Cc1ccccc1)c1ccccc1Cl (configuration not stated)
    7	10
77. CC1CC(N(C(=O)C2CC2)c2ccccc2)c2ccccc2N1C(=O)C1CC1 (configuration not stated)
    14	-13
78. CC(=O)c1c(C)n([O-])c2ccc(C)cc2[n+]1=O
    13	-10
79. COc1ccc(-c2nnc(SCC(=O)OC3CCCCC3)o2)cc1OC
    -17	-6
80. Nc1ccccc1OCCOCCOCCOc1ccccc1N
    -5	6

# Below each compound – PAX8 inh HTS	miR-122 sensor
81. COc1ccc(NC(=O)Cn2c(-c3ccccc3)cn(-c3ccc(C)cc3)c2=O)cc1
    8	-1
82. CCOc1ccc(NC(=O)c2cccc3c2C(=O)N(CCOC)C3)cc1
    -29	-2
83. CCOc1ccc(N=C2SC(C(=O)O)CC(=O)N2C)cc1 (configuration not stated)
    19	-3
84. CCn1c(COc2ccc(=O)n(-c3ccccc3)n2)nnc1SCc1ccccc1
    14	5
85. COCCNS(=O)(=O)c1ccc2c(c1)C(=O)c1cc(S(=O)(=O)NCCOC)ccc1-2
    -1	-2
86. O=C(O)c1cc(Cl)c2ccccc2c1O
    17	6
87. CCOC(=O)C1CCCN(C(=O)CS(=O)(=O)Cc2ccccc2)C1 (configuration not stated)
    4	-5
88. Clc1ccc(CCNc2nc3ccccc3s2)cc1
    -18	4
89. CC(C)CC(=O)OCc1cn(-c2ccccc2)nn1
    -3	2
90. O=C(COc1ccc(Cl)cc1)Nc1nc(-c2ccc(S(=O)(=O)N3CCOCC3)cc2)cs1
    14	7

# Below each compound – PAX8 inh HTS	miR-122 sensor
91. CCS(=O)(=O)c1ccc2c(c1)N(S(C)(=O)=O)CC(C(=O)NCc1ccccc1OC)O2 (configuration not stated)
    -1	-1
92. CCN(C(=O)Cc1c(C(=O)O)[nH]c2ccccc12)c1cc(OC)ccc1OC
    5	1
93. CCCC(CCC(=O)NC1CCCCC1)C(=O)O (configuration not stated)
    3	5
94. O=c1c2ccccc2nc(SCc2cccc(F)c2)n1Cc1ccco1
    8	-2
95. COCCNC(=O)CSc1nc2cc(OC)c(OC)cc2c(=O)n1CCC1=CCCCC1
    5	-2
96. Cc1nc(-n2cc(F)c(=O)[nH]c2=O)c2nc(C)oc2n1
    4	-13
97. O=C(/C=C\NCC(=O)c1ccccc1)c1ccccc1
    -45	13
98. COCc1nnc(NC(=O)CCc2ccccc2)s1
    -15	-5
99. O=C(CSc1nnc(-c2cnccn2)n1Cc1ccco1)c1ccc(Cl)c(Cl)c1
    -6	-1
100. CCOc1ccc(C(c2c(O)nc(SC)n(C)c2=O)c2c(O)nc(SC)n(C)c2=O)cc1
    6	-7

# Below each compound – PAX8 inh HTS	miR-122 sensor
101. N#CCN1CCN(CC(=O)Nc2ccc(OCc3ccccc3)cc2)CC1
    -57	6
102. N#CCCN(CCC#N)C(=O)COc1ccc(Cl)cc1Cl
    -1	17
103. NNC(=O)C=C1CCN(c2ncc(C(F)(F)F)cc2Cl)CC1
    -4	-11
104. Cc1noc(NS(=O)(=O)c2ccc(NC(=O)CC34CC5CC(CC(Br)(C5)C3)C4)cc2)c1C
    -10	0
105. O=C(Nc1ccccc1)c1cccc(S(=O)(=O)N2CCCCC2)c1
    13	22
106. O=C(NCc1ccccn1)c1cnc2sccn2c1=O
    14	7
107. CC1CCCCC12NC(=O)N(CC(=O)NCCc1ccccn1)C2=O (configuration not stated)
    12	-3
108. CN1CCN(S(=O)(=O)c2ccc3c(c2)NC(=O)C2CCCN32)CC1 (configuration not stated)
    -2	-6
109. COc1ccccc1OCCCn1c(=O)sc2ccccc21
    -35	17
110. CCOc1cccc(-c2nn3c(-c4ccco4)nnc3s2)c1
    -62	13

# Below each compound – PAX8 inh HTS	miR-122 sensor
111. O=C1OC2CC3CC1CC(O)(C3)C2 (configuration not stated)
    -1	-3
112. O=C(CCS(=O)(=O)c1cccs1)N1CCCC1
    -35	-5
113. CCNC(=S)N1CCC(NC(=O)C2CCCCC2)CC1
    12	-1
114. COC(=O)NC1CSCC1OC(=O)c1ccc(Br)cc1 (configuration not stated)
    20	-5
115. S=C(Nc1ccccc1)Nc1nc2ccccc2n1CCOc1ccccc1
    -4	-21
116. COc1ccccc1-n1c(C)nnc1SCC(N)=O
    0	-5
117. CCCCSCCCNC(=O)CS(=O)Cc1nc(-c2cccc(C)c2)oc1C (configuration not stated)
    -10	-18
118. Cc1ccccc1OCCC(=O)Nc1c(C)n(C)n(-c2ccccc2)c1=O
    -21	-9
119. CSc1ccccc1NC(=O)CN(C1CCCCC1)S(C)(=O)=O
    -11	2
120. COCC(=O)Nc1cc(OC)c(Cl)cc1OC
    0	-5
121. CC(C)CC(=O)c1c[nH]c(C(=O)NCCCn2ccnc2)c1
    13	-2

# From PubChem BioAssay

# Some of the compounds tested; the hit share may differ from the screen's.
